Screening data as filed in PubChem BioAssay.
NLRP3 yeast inh = NALP3 inflammasome inhibitors in reconstituted yeast, primary screen, luminescence, uHTS; Yeast reconstituted NLRP3/ASC/caspase-1, beta-gal luminescence, 24 h; inhibition, % at 10 µM; 330,000 compounds, 0.39% hits; AID 2825, 2010;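 active = inhibition of 50% or more; inactive = inhibition below 50%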;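 also: plate controls were induced DMSO wells for no effect and uninduced yeast grown without galactose for full effect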
HKDC1 inh = HKDC1 hexokinase inhibitors, primary screen, biochemical, fluorescence, uHTS; inhibition, % at 20 µM; 340,000 compounds, 0.16% hits; recombinant HKDC1, G6PDH/diaphorase resazurin coupled fluorescence;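 active = inhibition above about 35% when tested at 20 µM, limit read from the data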;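 also: plate controls were DMSO wells with enzyme for no effect and DMSO wells lacking enzyme for full effect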
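Test system: recombinant HKDC1 (HK5) hexokinase enzyme, produced in-house; Amount: enzyme 5 µg/mL final; Buffer or medium: Tris pH 8.0 buffer with MgCl2, Tween-20, BSA, BME; Reagent: glucose and ATP substrates; Doses: 20 µM test compound, 1% DMSO; Incubation: 90 min reaction incubation at room temperature, dark; Detection: resorufin fluorescence at 613 nm.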
Apaf-1 inh = inhibitors of human Apaf-1 apoptosome, primary screen, biochemical, DEVD-Rh110 fluorescence, uHTS | reconstituted apoptosome caspase-3 activity | 330,000 compounds, 0.71% hits | inhibition, % at 20 µM | AID 489030, 2010 | Apoptotic protease-activating factor 1 (Homo sapiens), O14727; active = inhibition of at least 40% at 20 µM;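 also: plate controls were DMSO wells for no effect and DEVD-CHO caspase inhibitor wells for full effect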
Target sequence (O14727 whole entry, looked up): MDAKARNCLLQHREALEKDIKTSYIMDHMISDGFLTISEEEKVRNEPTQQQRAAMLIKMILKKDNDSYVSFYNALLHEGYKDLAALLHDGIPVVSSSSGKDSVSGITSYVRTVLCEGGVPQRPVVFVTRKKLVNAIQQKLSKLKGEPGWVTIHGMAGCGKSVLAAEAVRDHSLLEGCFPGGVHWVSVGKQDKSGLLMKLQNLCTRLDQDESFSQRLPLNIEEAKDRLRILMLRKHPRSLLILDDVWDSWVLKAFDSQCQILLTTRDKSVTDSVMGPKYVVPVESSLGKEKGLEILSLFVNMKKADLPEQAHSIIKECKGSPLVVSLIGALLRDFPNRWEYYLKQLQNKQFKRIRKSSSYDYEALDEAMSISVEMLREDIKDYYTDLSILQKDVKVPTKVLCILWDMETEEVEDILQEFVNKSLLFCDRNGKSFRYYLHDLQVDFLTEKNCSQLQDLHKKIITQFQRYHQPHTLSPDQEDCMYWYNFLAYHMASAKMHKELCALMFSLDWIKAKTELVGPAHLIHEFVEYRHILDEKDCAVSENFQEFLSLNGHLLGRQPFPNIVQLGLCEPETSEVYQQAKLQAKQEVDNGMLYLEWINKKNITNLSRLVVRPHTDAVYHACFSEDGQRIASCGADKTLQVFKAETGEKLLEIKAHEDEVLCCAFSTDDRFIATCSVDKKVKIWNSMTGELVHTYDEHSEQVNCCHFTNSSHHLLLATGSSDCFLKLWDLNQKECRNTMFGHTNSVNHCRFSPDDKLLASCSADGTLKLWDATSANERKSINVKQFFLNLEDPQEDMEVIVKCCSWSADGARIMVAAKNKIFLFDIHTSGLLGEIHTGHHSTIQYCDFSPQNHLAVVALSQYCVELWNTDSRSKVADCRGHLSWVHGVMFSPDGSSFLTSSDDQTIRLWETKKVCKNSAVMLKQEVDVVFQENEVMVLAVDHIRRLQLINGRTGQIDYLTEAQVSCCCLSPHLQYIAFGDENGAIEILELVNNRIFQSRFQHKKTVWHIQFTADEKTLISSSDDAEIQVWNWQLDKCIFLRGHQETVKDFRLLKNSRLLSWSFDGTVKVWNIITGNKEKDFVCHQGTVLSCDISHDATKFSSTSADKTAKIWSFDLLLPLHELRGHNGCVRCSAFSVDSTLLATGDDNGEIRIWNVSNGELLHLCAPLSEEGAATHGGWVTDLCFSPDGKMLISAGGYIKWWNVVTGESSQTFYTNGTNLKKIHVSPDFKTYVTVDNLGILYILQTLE
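Assay system: Apoptosome proteins | Medium: pH 7.5 Hepes buffer with CHAPS, BSA, DTT | Also added: Cytochrome c and DEVD-Rh110 substrate | Times: 30 min plus 50 min, RT | Detection: Rhodamine 110 fluorescence at Ex 480/Em 540 nm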
SENP8 block-1 = SENP8 protease inhibitors, primary screen, biochemical, luminescence; AID 2540, 2010; purified SENP8, Z-RLRGG-aminoluciferin cleavage; inhibition, % at 10 µM; 330,000 compounds, 1.2% hits; Sentrin-specific protease 8 (Homo sapiens), Q96LD8; in the data active = inhibition above about 50%
SENP6 inh = SENP6 protease inhibitors, primary screen, biochemical, luminescence, uHTS | Recombinant SENP6 catalytic domain, aminoluciferin luminescence | 330,000 compounds, 1.8% hits | inhibition, % at 10 µM | Sentrin-specific protease 6 (Homo sapiens), Q9GZR1;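 active = inhibition above about 50% at the single tested dose, limit read from the data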;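 also: plate controls were DMSO wells with enzyme for no effect and DMSO wells lacking enzyme for full effect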
SENP7 block = SENP7 protease inhibitors, primary screen, biochemical, luminescence, uHTS; 330,000 compounds, 1.5% hits; inhibition, % at 5 µM; recombinant SENP7, Z-RLRGG-aminoluciferin luminescence, 40 min;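 active = inhibition above about 50% at the single test dose, limit read from the data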;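 also: plate controls were DMSO with enzyme for no effect and no enzyme buffer wells for full effect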
SENP1 inh = human SENP1 catalytic domain inhibitors, primary screen, biochemical, FRET, uHTS. 360,000 compounds, 0.21% hits. inhibition, % at 10 µM. recombinant SENP1 catalytic domain, CyPet-SUMO1-YPet FRET cleavage;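 active = inhibition at least 30% at 10 µM, raw YFP signal under a set limit, fluorescence ratio 0.5 to 1.5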;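 also: 0% = enzyme with DMSO and 100% = no enzyme wells; some results filed as inactive read as strong as hits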
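Compound: 10 µM single point, 0.5% DMSO; Test system: hSENP1 catalytic domain, recombinant; Timing: 50 min reaction at room temperature; Technique: FRET, CFP and YFP emission; Control set: no-enzyme wells low, DMSO-plus-enzyme wells high control.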
PfGluPho inh = PfG6PD enzyme inhibitors, primary screen, biochemical, fluorescence intensity, uHTS; 350,000 compounds, 0.78% hits; PfGluPho enzyme, NADPH resazurin-diaphorase fluorescence; inhibition, % at 20 µM; glucose-6-phosphate dehydrogenase-6-phosphogluconolactonase (Plasmodium falciparum 3D7);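 active = inhibition reaching at least a set limit at 20 µM in the primary screen, cut at about 59% in these data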;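 also: 0% = DMSO wells with substrate and 100% = DMSO wells lacking glucose-6-phosphate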
SENP8 block-2 = human SENP8 protease inhibitors, primary screen, biochemical, fluorescence, Nedd8 protein substrate, uHTS | Sentrin-specific protease 8 (Homo sapiens), Q96LD8 | recombinant SENP8 | inhibition, % at 20 µM | 360,000 compounds, 0.64% hits | AID 602440, 2012; in the data active = inhibition mostly above about 40%, no sharp cut-off; inactive = mostly below about 27%
* hit, by the source's call.

`Cc1c(Cl)cccc1NC(=O)CNc1cccc(S(=O)(=O)N(C)C)c1` gave NLRP3 yeast inh 15, HKDC1 inh -9, Apaf-1 inh -8, SENP8 block-1 3, SENP6 inh 2, SENP7 block 7, SENP1 inh -1, PfGluPho inh -1 and SENP8 block-2 13.
Screening COc1cccc(C2Nc3ccccc3NC3=C2C(=O)CC(C)(C)C3)c1 (stereo not given) returned NLRP3 yeast inh 12, HKDC1 inh -7, Apaf-1 inh -4, SENP8 block-1 -7, SENP6 inh 9, SENP7 block -2, SENP1 inh 1, PfGluPho inh 13 and SENP8 block-2 -281.
`COc1ccc(S(=O)(=O)N2CCOCC2)cc1NC(=O)c1c(-c2ccccc2)noc1C` gave NLRP3 yeast inh 18, HKDC1 inh -6, Apaf-1 inh 0, SENP8 block-1 3, SENP6 inh -6, SENP7 block 0, SENP1 inh -2, PfGluPho inh 4 and SENP8 block-2 12.
O=C(CCCn1c(=O)[nH]c2cc(Cl)ccc2c1=O)NCCCN1CCN(c2ccc(F)cc2)CC1 was read as NLRP3 yeast inh 14, HKDC1 inh -2, Apaf-1 inh 18, SENP8 block-1 -6, SENP6 inh 9, SENP7 block -2, SENP1 inh 0, PfGluPho inh -1 and SENP8 block-2 5.
For Cc1c(Br)c(O)c(Br)c2sc(=O)oc12 the results were NLRP3 yeast inh -15, HKDC1 inh 23, Apaf-1 inh 19, SENP8 block-1 -17, SENP6 inh -2, SENP7 block -11, SENP1 inh 2, PfGluPho inh 12 and SENP8 block-2 21.
Screening CC(=O)c1c(N2CCCCC2)nc(=O)n(-c2ccccc2)c1C returned NLRP3 yeast inh 22, HKDC1 inh 2, Apaf-1 inh -9, SENP8 block-1 -2, SENP6 inh -22, SENP7 block -9, SENP1 inh -13, PfGluPho inh 2 and SENP8 block-2 4.
CC(=O)N/C(=C/c1ccccc1)C(=O)NCCO was read as NLRP3 yeast inh -2, HKDC1 inh -3, Apaf-1 inh 0, SENP8 block-1 6, SENP6 inh -16, SENP7 block 4, SENP1 inh 0, PfGluPho inh -12 and SENP8 block-2 32.
Screening CC(=O)N(O)CCCCCNC(=O)CCC(=O)N(O)CCCCCNC(=O)CCC(=O)N(O)CCCCCNC(=O)CCC(=O)O returned HKDC1 inh -9, Apaf-1 inh 6, SENP7 block 8, SENP1 inh 5, PfGluPho inh 0 and SENP8 block-2 18.
CC1(C)CN(c2cccc(-c3ccnc4ncnn34)c2)C1=O was read as NLRP3 yeast inh -2, HKDC1 inh -2, Apaf-1 inh -12, SENP8 block-1 7, SENP6 inh 2, SENP7 block 6, SENP1 inh 1, PfGluPho inh -13 and SENP8 block-2 -56.
`NC(=O)c1ccc(NC(=O)COC(=O)C2(c3cccc(F)c3)CCCC2)cc1` gave NLRP3 yeast inh 16, HKDC1 inh -6, Apaf-1 inh 12, SENP8 block-1 -8, SENP6 inh 16, SENP7 block -10, SENP1 inh -9, PfGluPho inh -3 and SENP8 block-2 -8.
O=C(Nc1ccc(S(=O)(=O)NC2=NCCCCC2)cc1)c1cc(S(=O)(=O)N2CCOCC2)ccc1F was read as NLRP3 yeast inh -1, HKDC1 inh -1, Apaf-1 inh 4, SENP8 block-1 6, SENP6 inh -4, SENP7 block -3, SENP1 inh -1, PfGluPho inh 3 and SENP8 block-2 1.
COc1ccc(-c2c(C(F)(F)F)nn(C)c2NC(=O)c2ccco2)cc1 was read as NLRP3 yeast inh 7, HKDC1 inh 0, Apaf-1 inh 4, SENP8 block-1 3, SENP6 inh 2, SENP7 block 0, SENP1 inh 1, PfGluPho inh -7 and SENP8 block-2 4.
`COC(=O)c1ccccc1S(=O)(=O)N(Cc1ccco1)Cc1cc2cc(OC)ccc2[nH]c1=O` gave NLRP3 yeast inh 14, HKDC1 inh -9, Apaf-1 inh 10, SENP8 block-1 -2, SENP6 inh -4, SENP7 block 6, SENP1 inh -6, PfGluPho inh 5 and SENP8 block-2 -241.
Screening Cc1cc(=O)oc2cc(OCC#N)ccc12 returned NLRP3 yeast inh -3, HKDC1 inh -2, Apaf-1 inh -9, SENP8 block-1 1, SENP6 inh 9, SENP7 block 10, SENP1 inh -1, PfGluPho inh -3 and SENP8 block-2 -221.
C/C(N)=C(/C#N)C(=O)CSc1nc2ccccc2c(=O)n1-c1ccccc1C was read as NLRP3 yeast inh 6, HKDC1 inh -3, Apaf-1 inh 13, SENP8 block-1 2, SENP6 inh 1, SENP7 block 5, SENP1 inh -2, PfGluPho inh 9 and SENP8 block-2 0.

Random excerpt: two records from the list
`NC(=O)c1ccc(NC(=O)COC(=O)C2(c3cccc(F)c3)CCCC2)cc1` gave NLRP3 yeast inh 16, HKDC1 inh -6, Apaf-1 inh 12, SENP8 block-1 -8, SENP6 inh 16, SENP7 block -10, SENP1 inh -9, PfGluPho inh -3 and SENP8 block-2 -8.
Screening CC(=O)N(O)CCCCCNC(=O)CCC(=O)N(O)CCCCCNC(=O)CCC(=O)N(O)CCCCCNC(=O)CCC(=O)O returned HKDC1 inh -9, Apaf-1 inh 6, SENP7 block 8, SENP1 inh 5, PfGluPho inh 0 and SENP8 block-2 18.

Following part
`CC(C)C(=O)OC/C(O)=C(\C#N)c1nc2ccccc2[nH]1` gave NLRP3 yeast inh 17, HKDC1 inh -8, Apaf-1 inh 10, SENP8 block-1 -1, SENP6 inh 3, SENP7 block 2, SENP1 inh -56, PfGluPho inh 8 and SENP8 block-2 -39.
For CCC(=O)Nc1nnc(S(=O)(=O)N(C)c2ccccc2)s1 the results were NLRP3 yeast inh 22, HKDC1 inh 1, Apaf-1 inh 15, SENP8 block-1 -17, SENP6 inh -10, SENP7 block -6, SENP1 inh -1, PfGluPho inh -14 and SENP8 block-2 18.
`CCc1nnc(NC(=O)CSc2ccc(-c3ccc(F)cc3)nn2)s1` gave NLRP3 yeast inh -2, Apaf-1 inh -1, SENP8 block-1 -3, SENP6 inh -19 and SENP7 block 18.
Screening O=S(=O)(NCc1ccccc1)NCc1ccccc1 returned NLRP3 yeast inh -5, HKDC1 inh -11, Apaf-1 inh 0, SENP8 block-1 -3, SENP6 inh -13, SENP7 block 1, SENP1 inh 0, PfGluPho inh -4 and SENP8 block-2 20.
COc1cccc(-n2c(SCC(=O)NC3CCCCC3)nc3n[nH]c(C)c3c2=N)c1 was read as NLRP3 yeast inh 9, HKDC1 inh 2, Apaf-1 inh 13, SENP8 block-1 6, SENP6 inh 4, SENP7 block 4, SENP1 inh -1, PfGluPho inh 13 and SENP8 block-2 -21.
Screening COC(=O)Cc1ccc(NC(=O)c2ccc(NC(=O)c3ccco3)cc2)cc1 returned NLRP3 yeast inh 3, HKDC1 inh -19, Apaf-1 inh -5, SENP8 block-1 13, SENP6 inh 4, SENP7 block 0, SENP1 inh 2, PfGluPho inh 21 and SENP8 block-2 -7.
Screening O=S1(=O)C=CC(Nc2cccc(Cl)c2)C1 (stereo not given) returned NLRP3 yeast inh -1, HKDC1 inh 12, Apaf-1 inh -13, SENP8 block-1 0, SENP6 inh -1, SENP7 block 7, SENP1 inh -4, PfGluPho inh 4 and SENP8 block-2 12.
CCn1c(COc2ccccc2C)nnc1SCC(=O)Nc1cc(C)on1 was read as NLRP3 yeast inh -8, HKDC1 inh -6, Apaf-1 inh -3, SENP8 block-1 -2, SENP6 inh -12, SENP7 block -4, SENP1 inh 2, PfGluPho inh -26 and SENP8 block-2 13.
`CC1CCCC(C)N1C(=O)CSc1nnnn1C1CCCC1` (stereo not given) gave NLRP3 yeast inh 10, HKDC1 inh -2, Apaf-1 inh -9, SENP8 block-1 11, SENP6 inh -9, SENP7 block 3, SENP1 inh 3, PfGluPho inh -5 and SENP8 block-2 22.
Screening CSc1ccc(-c2nc(CSCC(=O)NCCCN3CCOCC3)c(C)o2)cc1 returned NLRP3 yeast inh 0, HKDC1 inh -3, Apaf-1 inh 1, SENP8 block-1 7, SENP6 inh 8, SENP7 block 5, SENP1 inh -2, PfGluPho inh -8 and SENP8 block-2 -72.
`O=S(=O)(Cc1ccccc1)c1cnc2ccccc2n1` gave NLRP3 yeast inh 25, HKDC1 inh -3, Apaf-1 inh -2, SENP8 block-1 -10, SENP6 inh -18, SENP7 block 2, SENP1 inh -34, PfGluPho inh -1 and SENP8 block-2 -11.
`CN(CC(=O)NCCc1ccc(S(N)(=O)=O)cc1)CC(=O)Nc1ccccc1C(F)(F)F` gave NLRP3 yeast inh 11, HKDC1 inh -3, Apaf-1 inh 6, SENP8 block-1 0, SENP6 inh 13, SENP7 block 10, SENP1 inh 0, PfGluPho inh -8 and SENP8 block-2 7.
For Cc1ccc(C)c(Nc2ncnc(N)c2[N+](=O)[O-])c1 the results were NLRP3 yeast inh 9, HKDC1 inh -4, Apaf-1 inh -10, SENP8 block-1 3, SENP6 inh -1, SENP7 block -3, SENP1 inh 3, PfGluPho inh -1 and SENP8 block-2 25.
`COC(=O)C(C)Sc1nnc(Cc2cc(=O)[nH]c(=O)[nH]2)n1-c1ccc(OC)cc1` (stereo not given) gave NLRP3 yeast inh -9, HKDC1 inh -4, Apaf-1 inh 7, SENP8 block-1 -12, SENP6 inh -4, SENP7 block -3, SENP1 inh 7, PfGluPho inh 4 and SENP8 block-2 -10.
N=C1/C(=C\c2ccc(Br)o2)C(=O)N=C2SC(CC(=O)N3CCCCC3)=NN12 was read as NLRP3 yeast inh 15, HKDC1 inh 11, Apaf-1 inh 5, SENP8 block-1 7, SENP6 inh -2, SENP7 block -1, SENP1 inh -40, PfGluPho inh -43 and SENP8 block-2 -2.
CN(C(=O)Nc1cccc([N+](=O)[O-])c1)c1ccccc1 was read as HKDC1 inh -8, SENP1 inh 0, PfGluPho inh 5 and SENP8 block-2 19.
`Cc1ccc(NC(=O)Nc2ccc3c(c2)nc(C)n3C)cc1` gave NLRP3 yeast inh 18, HKDC1 inh -11, Apaf-1 inh -13, SENP8 block-1 16, SENP6 inh -8, SENP7 block 12, SENP1 inh 1, PfGluPho inh 0 and SENP8 block-2 11.
`O=C(CSCc1c(F)cccc1Cl)NCc1ccco1` gave NLRP3 yeast inh 17, HKDC1 inh 8, Apaf-1 inh -2, SENP8 block-1 0, SENP6 inh -3, SENP7 block 7, SENP1 inh -1, PfGluPho inh 3 and SENP8 block-2 14.
Screening CN(Cc1ccccc1)S(=O)(=O)c1ccc2c(c1)CCC(=O)N2 returned NLRP3 yeast inh -1, HKDC1 inh -2, Apaf-1 inh 4, SENP8 block-1 -2, SENP6 inh -10, SENP7 block 3, SENP1 inh -1, PfGluPho inh -7 and SENP8 block-2 11.
